CHRM5 PAM = positive allosteric modulators of human muscarinic M5 receptor; P08912; CHO-K1 hM5, Fluo-8 calcium, ACh EC20 PAM; 0% = ACh EC20, 100% = ACh EC100; activation, % at 3 µM; actives 0.3% (n = 360,000); AID 624038;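 active = activation above the run cutoff, the mean activation of all test compounds plus 3 SD, cut at about 18% in these data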
Target sequence (P08912 whole entry, looked up): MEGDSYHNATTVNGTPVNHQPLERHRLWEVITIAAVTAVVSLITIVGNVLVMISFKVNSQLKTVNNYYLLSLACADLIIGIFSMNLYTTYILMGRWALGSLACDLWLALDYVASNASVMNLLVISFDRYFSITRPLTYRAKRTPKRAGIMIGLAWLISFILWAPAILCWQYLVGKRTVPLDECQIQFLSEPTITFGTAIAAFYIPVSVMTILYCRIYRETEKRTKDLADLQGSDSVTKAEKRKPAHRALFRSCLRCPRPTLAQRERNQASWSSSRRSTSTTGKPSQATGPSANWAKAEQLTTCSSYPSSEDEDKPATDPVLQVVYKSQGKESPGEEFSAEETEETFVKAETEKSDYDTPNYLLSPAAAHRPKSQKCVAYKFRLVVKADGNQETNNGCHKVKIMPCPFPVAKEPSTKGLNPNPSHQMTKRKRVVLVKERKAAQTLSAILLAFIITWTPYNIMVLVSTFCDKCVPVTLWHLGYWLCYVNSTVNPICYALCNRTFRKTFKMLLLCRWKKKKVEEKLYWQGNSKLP
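System – CHO-K1 hM5 cells · Compound – 3 µM, single dose · Incubation – compound preincubation 140 s before EC20 acetylcholine addition · Technique – Fluo-8 calcium fluorescence · Measure – Max/basal fluorescence ratio as % of EC20–EC100 ACh window · Benchmarks – low control EC20 acetylcholine (0%), high control EC100 acetylcholine (100%) · Replication – singlicate, one well per test compound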
M5 ag = CHRM5 agonism in calcium assay; P08912; CHO-K1 hM5 cells, Fluo-8 calcium fluorescence; 0% DMSO wells, 100% maximal acetylcholine response; activation, % at 3 µM; actives 0.19% (n = 360,000);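 active = activation above the run's mean over test compounds plus 3 SD, cut at about 23% in these data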;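 note: signal is peak over basal fluorescence ratio across the kinetic read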
CHRM4 agonist = agonists of human muscarinic M4 receptor (CHRM4); CHO-K1 hM4/Gqi5, Fluo-8 calcium fluorescence; vehicle 0%, full acetylcholine response 100%; activation, % at 3 µM; actives 0.14% (n = 360,000); AID 624127;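 active = activation above the run mean over all test wells plus 3 SD, cut at about 32% in these data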;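 note: peak over basal fluorescence ratio per well then scaled between controls; 0% = DMSO wells and 100% = acetylcholine at EC100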
CHRM1 PAM = potentiates human M1 receptor response to acetylcholine. AID 588819. activation, % at 3 µM. actives 0.088% (n = 360,000). CHO-K1 hM1, Fluo-8 calcium fluorescence, ACh EC20; 0% = ACh EC20, 100% = maximal ACh. P11229; in the data active = activation above about 19%, passing the limit was not always enough
Target sequence (P11229 whole entry, looked up): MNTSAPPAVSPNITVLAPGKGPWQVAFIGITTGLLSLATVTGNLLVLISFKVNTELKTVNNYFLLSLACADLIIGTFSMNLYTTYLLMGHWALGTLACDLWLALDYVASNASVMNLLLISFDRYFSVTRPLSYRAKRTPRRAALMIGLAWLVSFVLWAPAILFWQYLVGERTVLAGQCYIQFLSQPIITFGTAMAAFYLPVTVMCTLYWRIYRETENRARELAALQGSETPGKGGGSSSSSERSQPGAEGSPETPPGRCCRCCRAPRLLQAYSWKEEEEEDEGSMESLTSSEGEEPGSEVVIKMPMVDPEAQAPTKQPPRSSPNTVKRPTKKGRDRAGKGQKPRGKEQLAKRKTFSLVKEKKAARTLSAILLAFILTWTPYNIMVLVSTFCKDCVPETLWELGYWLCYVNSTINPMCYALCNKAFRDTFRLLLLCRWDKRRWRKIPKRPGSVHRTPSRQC
CHRM5 antagonist = CHRM5 antagonism in calcium assay | AID 624040 | actives 0.59% (n = 360,000) | CHO-hM5 cells, Fluo-8 calcium fluorescence, ACh EC80 | inhibition, % at 3 µM;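 active = inhibition above a per-plate cutoff, the mean of that plate's test compounds plus 3 SD, cut at about 27% in these data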;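 note: 0% = acetylcholine EC80 with DMSO and 100% = DMSO without agonist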
CHRM4 PAM = positive allosteric modulators of human muscarinic M4 receptor | P08173 | CHO-K1 hM4/Gqi5, Fluo-8 calcium fluorescence, ACh EC20; 0% = ACh EC20, 100% = maximal ACh | activation, % at 3 µM | actives 0.4% (n = 360,000);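 active = activation above its plate's cutoff, the mean activation of sample wells plus 3 SD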; note: some results filed as inactive read as strong as hits
CHRM1 antagonist = human CHRM1 antagonism; actives 1.3% (n = 360,000); inhibition, % at 3 µM; CHO-K1 hM1, Fluo-8 calcium fluorescence, ACh EC80 antagonist; AID 588852;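 active = percent inhibition above its own plate's cutoff, namely the mean of that plate's compound wells plus 3 SD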;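 note: peak over basal fluorescence ratio during 140 s after agonist addition; 0% = ACh EC80 plus DMSO and 100% = DMSO alone without agonist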
CHRM4 antagonist = antagonists of human muscarinic M4 receptor (CHRM4). P08173. CHO-hM4 cells, ACh EC80, Fluo-8 calcium fluorescence. inhibition, % at 3 µM. actives 0.73% (n = 360,000);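 active = inhibition above its plate's cutoff, the mean inhibition of sample wells plus 3 SD, cut at about 27% in these data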;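 note: 0% = acetylcholine EC80 with DMSO and 100% = DMSO without agonist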
CRFBP-R2 agonist = CRF-BP/CRF-R2 complex agonism; HEK293 CRF-R2/CRF-BP, calcium dye fluorescence (FLIPR); percent of saturating CRF peptide response; activation, % at 13.2 µM; actives 0.46% (n = 350,000);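 active = activation of at least 50%, plus an integration ratio under a set limit after plate pattern correction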;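 note: plate controls were neutral control wells without compound for no effect and CRF at EC100 for full effect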
The depositor's hits bear a star; . = no result given. The order is random; any-hit rate near 2.8%.

SMILES | CHRM5 PAM | M5 ag | CHRM4 agonist | CHRM1 PAM | CHRM5 antagonist | CHRM4 PAM | CHRM1 antagonist | CHRM4 antagonist | CRFBP-R2 agonist
Cn1c(N)c(C(=O)COC(=O)C2(c3ccc(F)cc3)CCCC2)c(=O)n(C)c1=O | -12 | -3 | 3 | 0 | 1 | -2 | 4 | -5 | -1.0
CCOc1ccc(C(=O)O[C@H]2[C@H](Cc3ccccc3)NS(=O)(=O)[C@H]3C[C@@H]4C=C[C@]23O4)cc1 | 4 | 1 | 3 | 4 | -2 | 15 | -7 | -10 | -0.8
CC(=O)c1cccc(NC(=O)CSc2ccc(-c3cccnc3)nn2)c1 | -7 | -2 | 8 | -1 | 0 | -3 | -1 | -4 | -4.2
CC1=C(C#N)C(c2ccc(O)cc2)C2=C(CC(C)(C)CC2=O)N1 (stereo not given) | 3 | -2 | 1 | 6 | 1 | 0 | -14 | -6 | -0.7
Cc1cc(C)n(S(=O)(=O)c2cccc(Cl)c2Cl)n1 | 4 | -5 | 0 | 1 | -3 | -7 | -4 | -9 | -1.6
Cc1cc(=O)oc(C)c1C(=O)NCC(C)NC(=O)c1c(C)cc(=O)oc1C (stereo not given) | 7 | -2 | 1 | 3 | -6 | 20 | 3 | -4 | 3.5
O=C(N/N=C/c1ccc2c(c1)OCO2)c1cc2ccccc2o1 | 4 | 3 | 1 | 23 | 5 | 5 | -27 | -3 | 3.6
C=CCOc1ccc(C2C3=C(CCCC3=O)N(CC(=O)O)C3=C2C(=O)CCC3)cc1OCC | 13 | 10 | 0 | 16 | -5 | 6 | -12 | -5 | 1.4
CC(C)C(=O)NNC(=O)c1c(O)c2ccccc2[nH]c1=O | 9 | 5 | 0 | 3 | -4 | -4 | -4 | 3 | 2.2
CC(NC(=O)C(=O)N1CCCCC1)C(c1cccs1)N1CCN(c2ccccc2)CC1 (stereo not given) | -1 | -1 | 3 | 14 | 8 | -3 | -12 | 1 | -1.8
CN(C)c1cccc(Nc2ccc(-c3ccc(OC(F)(F)F)cc3)cn2)c1 | -3 | 2 | 0 | -2 | 3 | -2 | -8 | 5 | .
CCOC(=O)c1c(/N=C/c2cc(C)ccc2O)sc2c1CCN(C)C2 | -3 | -3 | -1 | -4 | 7 | 3 | -10 | -1 | -0.3
CCc1nc2ccc(C(=O)Nc3ccc4c(c3)OCC(=O)N4)cn2c1N(CC)CCOC | 0 | 1 | 3 | 4 | 3 | 9 | -7 | -19 | .
COC(=O)C1CC2=C(CCCC2=O)N(c2ccccc2)C1=O (stereo not given) | -10 | 0 | -2 | 9 | 13 | 4 | -10 | -8 | 3.4
CCOC(=O)C1CCN(S(=O)(=O)c2ccc3c4c(cccc24)C(=O)N3)CC1 | -3 | 1 | 4 | -1 | -2 | 3 | -7 | -5 | 2.0
C=CCSc1nc(C)c(CC(=O)OCC(C)C)c(=O)[nH]1 | 2 | -3 | 0 | 9 | -2 | 1 | -9 | 3 | -0.8
CCCCNC(=O)NNc1nc(Cl)cc(C)c1C#N | -1 | 1 | 6 | 6 | 9 | -5 | 2 | -3 | 2.1
Cc1cccc(NC(=O)CSc2ccc3nnc(-c4cccnc4)n3n2)c1 | -5 | -2 | 2 | 12 | 4 | 4 | -1 | -12 | 0.9
C=CCn1c(C)cc(C(=O)COC(=O)c2n[nH]c(=O)c3ccccc23)c1C | 6 | 4 | 1 | 4 | -2 | 2 | -10 | 0 | -2.4
O=C(CN(C(=O)CCC(=O)Nc1nccs1)c1ccc2c(c1)OCO2)NCc1ccc(F)cc1 | 14 | -1 | 1 | -2 | 15 | -2 | 0 | -6 | 0.4
CN(CC(=O)Nc1ccc(Cl)cc1)S(=O)(=O)c1ccc2c(c1)n(C)c(=O)c(=O)n2C | -2 | -7 | 3 | 12 | 3 | 12 | -8 | -5 | 1.6
COc1cccc(N2C(=O)C3CCCN3C2c2ccc(F)cc2)c1 (stereo not given) | 9 | -8 | 0 | 8 | -6 | 2 | -5 | -4 | 1.6
Cc1c(C=O)c2ccccc2n1CC(=O)O | -2 | -3 | 3 | 3 | -5 | 4 | 0 | -6 | -0.1
CCOC(=O)N1CCN(C(=O)c2ccc(N3C(=O)CCC3=O)cc2)CC1 | 12 | 2 | 0 | 14 | -9 | 4 | -10 | 13 | 2.8
O=C1CN(C(=O)c2cccs2)c2ccccc2N1 | 0 | 4 | 1 | 13 | -9 | 0 | -13 | 6 | 3.0
O=C(c1cc(Sc2cccc(Cl)c2)nc2ccccc12)N1CCN(c2ccccn2)CC1 | -10 | 2 | 4 | 4 | 12 | -19 | 5 | 2 | 9.3
CC(=O)Nc1ccc(S(=O)(=O)N(C)CC(=O)OCC(=O)N2CCN(C(=O)c3ccco3)CC2)cc1 | -5 | 2 | 1 | -2 | 6 | 1 | 1 | 3 | 3.0
CCN(CC)C(=O)CSc1nnc2c3ccccc3n(C)c2n1 | -3 | 3 | 2 | 4 | 2 | -1 | -6 | 1 | -0.6
COc1cc(/C=C2\SC(=S)N(CC(=O)NC(C)(C)C)C2=O)cc(OC)c1OC | -6 | 0 | 1 | 7 | -9 | -3 | -10 | -4 | 0.1
O=C(/C=C/c1cccs1)Nc1scc(-c2ccccc2)c1C(=O)O | 0 | -6 | 1 | 3 | 7 | 5 | -3 | 2 | -0.5

Filtered by structure: the compounds so far containing a cyano group
SMILES | CHRM5 PAM | M5 ag | CHRM4 agonist | CHRM1 PAM | CHRM5 antagonist | CHRM4 PAM | CHRM1 antagonist | CHRM4 antagonist | CRFBP-R2 agonist
CC1=C(C#N)C(c2ccc(O)cc2)C2=C(CC(C)(C)CC2=O)N1 (stereo not given) | 3 | -2 | 1 | 6 | 1 | 0 | -14 | -6 | -0.7
CCCCNC(=O)NNc1nc(Cl)cc(C)c1C#N | -1 | 1 | 6 | 6 | 9 | -5 | 2 | -3 | 2.1

New compounds follow.
SMILES | CHRM5 PAM | M5 ag | CHRM4 agonist | CHRM1 PAM | CHRM5 antagonist | CHRM4 PAM | CHRM1 antagonist | CHRM4 antagonist | CRFBP-R2 agonist
CCCc1cc(-c2ccc3c(c2)COc2c4ccccc4nn2-3)on1 | -3 | 0 | 8 | 0 | 1 | 10 | 2 | -26 | -2.5
O=C(c1ccc(Cl)c([N+](=O)[O-])c1)N1CCN(Cc2ccc3c(c2)OCO3)CC1 | -9 | -3 | 3 | -4 | 1 | -4 | -4 | -1 | -1.1
CC(=O)c1ccc(C(C)(C)c2ccc(C(C)=O)s2)s1 | -6 | -15 | 2 | -2 | 2 | -4 | -1 | -2 | -1.4
Cc1cc(C)cc(NC(=O)NCc2ccccn2)c1 | -4 | 0 | 1 | 9 | 10 | 12 | -20 | -5 | -0.8
O=C(c1cc(-c2ccccc2)on1)N1CCN(C(=O)c2ccco2)CC1 | 0 | 3 | 2 | 11 | 0 | 7 | -32 | -1 | -0.1
CNc1nc(C)c(C(=O)OCC(=O)OC)s1 | -2 | -7 | 0 | 0 | 7 | 1 | 2 | -3 | 1.8
Cc1ccc(CNc2cc(-c3nn4c(C)nnc4s3)ccc2C)s1 | -10 | -6 | -1 | -16 | 10 | -9 | 23 | -2 | 1.7
COc1ccccc1C(=O)Nc1cccc(NC(=O)c2ccccc2OC)n1 | -2 | 0 | 4 | 0 | 0 | -6 | -2 | 3 | 1.6
CCc1c(C)nc2c(-c3ccccc3OC)c(C)[nH]n2c1=O | 0 | 0 | -1 | -1 | 15 | -7 | 0 | 3 | 0.2
CC1=Nc2ccccc2/C1=C\c1sc(Nc2ccc(C)cc2)nc1O | -4 | -3 | 3 | 7 | -4 | -1 | -1 | -5 | -2.7
COC(=O)CSc1nc2cc(C)ccc2cc1C#N | 0 | -14 | 1 | 7 | 1 | -2 | -12 | 1 | 1.0
O=C(CCC(=O)N1CCc2ccccc2C1)NCCc1ccc(Cl)cc1 | 8 | 0 | 2 | 13 | -11 | 1 | -15 | -11 | -2.3
CC1CCc2ccc(F)cc2N1S(=O)(=O)c1cccs1 (stereo not given) | 2 | -3 | -3 | -1 | -6 | -11 | 12 | 10 | -0.5
CCOc1ccc(C(C)=O)cc1CN1C(=O)NC2(CCCCC2C)C1=O (stereo not given) | 10 | -2 | 0 | -3 | 11 | 1 | 18 | -6 | 1.1
CCOC(=O)C1CCN(Cc2ccc(-c3ccccc3)cc2)CC1 | -7 | -16 | 1 | -19 | 7 | -14 | 25 | 16 | 1.1
CCOc1ccc(C(CC(=O)O)n2cnnn2)cc1 (stereo not given) | -4 | -2 | 0 | 13 | 3 | 6 | -9 | 0 | 3.9
N=C1S/C(=C\c2cccc3ccccc23)C(=O)N1c1ccc(F)cc1 | -3 | -1 | 1 | -3 | 4 | -4 | 6 | 10 | 0.2
O=C(CN(C(=O)c1csnn1)c1ccccc1C(F)(F)F)NC1CCCCC1 | -1 | 2 | 1 | 5 | 7 | -4 | -1 | 4 | 1.4
c1ccc(OCc2nn3c(-c4ccco4)nnc3s2)cc1 | 1 | 1 | 2 | 4 | 1 | 18 | -5 | -4 | -1.9
COC(=O)CC1Oc2ccccc2N(Cc2ccc(C)cc2)C1=O (stereo not given) | -7 | -5 | 4 | 2 | -6 | -4 | -4 | -2 | 3.7
Cc1ccccc1NC(=S)N1CCC(NC(=O)c2ccco2)CC1 | 2 | -5 | 1 | 11 | 6 | 4 | -11 | -7 | -0.6
Clc1nc(N2CCOCC2)ncc1Br | -9 | 4 | 17 | 1 | 6 | -21 | 5 | 11 | -1.9
CC(C)OCCCNC(=O)c1ccc(NC(=O)C2CCCO2)cc1 (stereo not given) | -5 | 1 | 1 | 12 | 5 | -5 | -15 | 5 | -6.0
COc1ccc(S(=O)(=O)N2CCN(Cc3cccc(OC)c3OC)CC2)cc1 | -9 | -6 | 5 | 6 | 13 | -6 | 7 | -10 | 0.1

Structures shown so far containing fluorine:
SMILES | CHRM5 PAM | M5 ag | CHRM4 agonist | CHRM1 PAM | CHRM5 antagonist | CHRM4 PAM | CHRM1 antagonist | CHRM4 antagonist | CRFBP-R2 agonist
Cn1c(N)c(C(=O)COC(=O)C2(c3ccc(F)cc3)CCCC2)c(=O)n(C)c1=O | -12 | -3 | 3 | 0 | 1 | -2 | 4 | -5 | -1.0
CN(C)c1cccc(Nc2ccc(-c3ccc(OC(F)(F)F)cc3)cn2)c1 | -3 | 2 | 0 | -2 | 3 | -2 | -8 | 5 | .
O=C(CN(C(=O)CCC(=O)Nc1nccs1)c1ccc2c(c1)OCO2)NCc1ccc(F)cc1 | 14 | -1 | 1 | -2 | 15 | -2 | 0 | -6 | 0.4
COc1cccc(N2C(=O)C3CCCN3C2c2ccc(F)cc2)c1 (stereo not given) | 9 | -8 | 0 | 8 | -6 | 2 | -5 | -4 | 1.6
CC1CCc2ccc(F)cc2N1S(=O)(=O)c1cccs1 (stereo not given) | 2 | -3 | -3 | -1 | -6 | -11 | 12 | 10 | -0.5
N=C1S/C(=C\c2cccc3ccccc23)C(=O)N1c1ccc(F)cc1 | -3 | -1 | 1 | -3 | 4 | -4 | 6 | 10 | 0.2
O=C(CN(C(=O)c1csnn1)c1ccccc1C(F)(F)F)NC1CCCCC1 | -1 | 2 | 1 | 5 | 7 | -4 | -1 | 4 | 1.4
